High-throughput results from PubChem.
Y pestis TopoI = Y. pestis Topo-I inhibition via cleavage products; Y. pestis Topo-I cleavage product accumulation, plate reader; activity, % at 10 µM; actives 0.064% (n = 360,000); AID 504884; in the data active = activity above about 50%, passing the limit was not always enough; note: inactives centre near 2
BH1578 lux ind = inducers of Vibrio cholerae quorum light production without autoinducers; activation, % at 18.7 µM; actives 0.16% (n = 350,000); V. cholerae BH1578 lux reporter, luminescence, 6 h; in the data active = activation mostly above about 9.7%, no sharp cut-off; note: not every result past the cut was called active; inactives centre near 0; reference of the scale not given here
SSB-PriA inh = K. pneumoniae PriA-SSBct interaction inhibition | AlphaScreen SSBct-PriA binding, biotinylated peptide | inhibition, % at 33 µM | actives 0.6% (n = 430,000); in the data active = inhibition mostly above about 37%, no sharp cut-off; inactive = mostly below about 20%;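 note: plate controls were negative control peptide for no effect and reference peptide for full effect; strong numbers were not always called active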
PfHsp40 rescue = rescue of PfHsp40-mediated yeast toxicity. growth rescue, % at 12.5 µM. actives 0.68% (n = 340,000). S. cerevisiae expressing PfHsp40, growth rescue, ATP luminescence; in the data active = growth rescue above about 28%, passing the limit was not always enough;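 note: yeast W303a lacking pdr1 and pdr3 grown in galactose medium; growth measured after three days at 30 °C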
MazEF act = activators of E. coli MazEF toxin-antitoxin RNase; P0AE70; FAM/BHQ RNA-DNA oligo cleavage fluorescence, 5 h; activation, % at 20 µM; actives 0.32% (n = 350,000); AID 504720; in the data active = activation above about 50%
Target sequence (P0AE70 whole entry, looked up): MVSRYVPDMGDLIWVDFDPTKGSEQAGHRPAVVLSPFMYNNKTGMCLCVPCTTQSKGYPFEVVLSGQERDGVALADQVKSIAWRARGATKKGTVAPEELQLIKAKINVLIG
Anthrax LF prot = inhibitors of Bacillus anthracis lethal factor protease. P15917. multiplex microsphere protease cleavage assay, LF. inhibition, % at 10 µM. actives 0.12% (n = 360,000). AID 588501; in the data active = inhibition above about 30%; note: plate controls were buffer without enzyme for full effect and enzyme alone for no effect
DUSP3 inh = blocks human VHR1 dual specificity phosphatase; actives 0.52% (n = 290,000); recombinant VHR phosphatase, pNPP absorbance; inhibition, % at 13.3 µM; P51452; in the data active = inhibition above about 50%; note: some compounds called inactive have numbers as strong as hits
Target sequence (P51452 whole entry, looked up): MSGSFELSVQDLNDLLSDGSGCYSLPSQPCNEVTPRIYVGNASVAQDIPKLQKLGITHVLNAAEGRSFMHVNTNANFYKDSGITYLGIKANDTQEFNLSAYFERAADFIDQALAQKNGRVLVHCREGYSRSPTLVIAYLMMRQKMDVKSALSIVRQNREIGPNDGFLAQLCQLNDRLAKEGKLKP
Rv3671c inh = inhibits the M. tuberculosis serine protease Rv3671c. actives 0.048% (n = 320,000). inhibition, % at 5.96 µM; in the data active = inhibition above about 38%;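 note: extracellular domain of Rv3671c used as enzyme; 0% = enzyme with DMSO and 100% = no enzyme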
Target sequence (P9WHR9 whole entry, looked up, the tested form may be a part): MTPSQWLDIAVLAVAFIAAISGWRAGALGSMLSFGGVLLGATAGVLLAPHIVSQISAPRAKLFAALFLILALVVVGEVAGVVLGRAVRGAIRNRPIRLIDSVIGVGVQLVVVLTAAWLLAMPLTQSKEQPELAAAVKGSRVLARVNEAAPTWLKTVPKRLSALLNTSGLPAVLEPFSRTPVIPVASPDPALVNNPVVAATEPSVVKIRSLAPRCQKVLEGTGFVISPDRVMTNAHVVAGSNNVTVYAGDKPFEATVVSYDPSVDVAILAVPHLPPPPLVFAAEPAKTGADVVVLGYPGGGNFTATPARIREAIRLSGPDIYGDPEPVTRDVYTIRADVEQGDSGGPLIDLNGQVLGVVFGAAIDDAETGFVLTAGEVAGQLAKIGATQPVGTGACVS
3CLpro inhibitor = SARS-CoV 3CLpro protease inhibition; actives 0.14% (n = 290,000); recombinant SARS-CoV 3CLpro, quenched FRET peptide cleavage; inhibition, % at 6 µM; P0C6X7; in the data active = inhibition above about 12%
TcdB GH inh = blocks C. difficile toxin B glycohydrolase activity. AID 652162. actives 0.24% (n = 350,000). inhibition, % at 9.99 µM. TcdB glycohydrolase enzymatic assay, plate reader; in the data active = inhibition above about 10%
* = called active by the depositor; i = inactive; nt = no result given; & = joins results of further samples. A portion of the library; count on the stated rates, not on these rows.

smiles	PfHsp40 rescue	Anthrax LF prot	Y pestis TopoI	Rv3671c inh	3CLpro inhibitor	MazEF act	TcdB GH inh	BH1578 lux ind	SSB-PriA inh	DUSP3 inh
OCCCNc1ncnc2scc(-c3ccc(Cl)cc3)c12	0.0	2	-2	nt	-2	-5	0.5	-10	21	16
NC(=O)c1cc([N+](=O)[O-])ccc1NCc1ccccn1	-1.0	-2	8	0	nt	-6	2.8	i	5	nt
O=C(COC(=O)CNC(=O)c1ccc(Br)cc1)Nc1nnc(-c2ccccc2)o1	1.5	nt	2	5	nt	2	-2.0	0.5	4	nt
C[C@H](NC(=O)c1nc[nH]c1C(=O)N1CCN(C(=O)OC(C)(C)C)CC1)C(=O)OCc1ccccc1	-2.7	-6	15	-11	-4	7	0.1	-0.9	-11	13
O=C(NCCN1CCOCC1)c1ccc2c(c1)N(Cc1cccc(F)c1)C(=O)c1ccccc1S2	0.2	nt	-1	-2	-2	1	1.1	i	5	26
COc1ccccc1C1CCN(Cc2ccc(Cl)c(Cl)c2)CC1	-3.3	-5	21	1	6	-11	2.0	-1.9	-18	10
O=C(CSc1ccsc1[N+](=O)[O-])N1CCN(c2ccccn2)CC1	2.7	0	-4	3	-6	3	-1.0	i	-2	32
Cc1ccc(NC(=O)COC(=O)c2c(-c3ccccc3)noc2C)cc1	-0.1	-12	4	-6	nt	4	0.3	i	1	nt
Cc1ccc(OCCC(=O)OCC(=O)c2c(N)n(CC(C)C)c(=O)n(C)c2=O)cc1	2.9	-4	6	-6	nt	1	2.3	i	-9	nt
CC1CCCCC1NC(=O)NC(=O)COC(=O)c1ccc(OC(F)F)cc1 (stereo not drawn)	5.5	-6	0	nt	nt	-6	0.6	i	9	nt
CCCCCC(=O)N1C[C@H](n2cc(COC(=O)c3ccccc3)nn2)[C@@H](O)C[C@@H]1c1ccc(Cl)cc1	nt	0	31	nt	nt	2	1.4	i	nt	nt
O=C1CN(c2nc(-c3cccs3)nc3sc4c(c23)CCCC4)CCN1	2.1	0	19	-9	0	-9	1.6	i	-15	-7
CCS(=O)(=O)N1CCC(C(=O)NCc2ccc3c(c2)OCO3)CC1	0.3	-3	3	-10	4	8	0.8	0.4	-3	6
COC(=O)c1c(C)[nH]c(C=O)c1-c1ccccc1	nt	3	6	-1	2	5	2.2	i	2	-7
COc1ccc2[nH]c(C)c(CCN3C(=O)C4CC=CCC4C3=O)c2c1 (stereo not drawn)	0.4	-8	-4	-1	-3	7	1.0	-0.2	2	9

Three entries from above, reformatted.
> Cc1ccc(NC(=O)COC(=O)c2c(-c3ccccc3)noc2C)cc1
  PfHsp40 rescue: -0.1
  Anthrax LF prot: -12
  Y pestis TopoI: 4
  Rv3671c inh: -6
  3CLpro inhibitor: nt
  MazEF act: 4
  TcdB GH inh: 0.3
  BH1578 lux ind: i
  SSB-PriA inh: 1
  DUSP3 inh: nt

> CCCCCC(=O)N1C[C@H](n2cc(COC(=O)c3ccccc3)nn2)[C@@H](O)C[C@@H]1c1ccc(Cl)cc1
  PfHsp40 rescue: nt
  Anthrax LF prot: 0
  Y pestis TopoI: 31
  Rv3671c inh: nt
  3CLpro inhibitor: nt
  MazEF act: 2
  TcdB GH inh: 1.4
  BH1578 lux ind: i
  SSB-PriA inh: nt
  DUSP3 inh: nt

> COc1ccc2[nH]c(C)c(CCN3C(=O)C4CC=CCC4C3=O)c2c1 (stereo not drawn)
  PfHsp40 rescue: 0.4
  Anthrax LF prot: -8
  Y pestis TopoI: -4
  Rv3671c inh: -1
  3CLpro inhibitor: -3
  MazEF act: 7
  TcdB GH inh: 1.0
  BH1578 lux ind: -0.2
  SSB-PriA inh: 2
  DUSP3 inh: 9

As entered above.
`COc1ccc2[nH]c(C)c(CCN3C(=O)C4CC=CCC4C3=O)c2c1` (stereo not drawn) | PfHsp40 rescue = 0.4
`C[C@H](NC(=O)c1nc[nH]c1C(=O)N1CCN(C(=O)OC(C)(C)C)CC1)C(=O)OCc1ccccc1` | PfHsp40 rescue = -2.7

Remaining list, next part
smiles	PfHsp40 rescue	Anthrax LF prot	Y pestis TopoI	Rv3671c inh	3CLpro inhibitor	MazEF act	TcdB GH inh	BH1578 lux ind	SSB-PriA inh	DUSP3 inh
O=C(CCN1C(=O)c2ccccc2C1=O)N1CCN(Cc2ccccc2)CC1	1.1	1	34	4	-5	1	1.7	i	-7	22
Cc1nnc(NC(=O)c2c(-c3ccccc3Cl)noc2C)s1	0.1	4	10	-7	-4	7	1.0	-0.5	-17	34
O=C(O)CCC1OC(=O)C(O)=C1c1ccccc1 (stereo not drawn)	1.0	2	1	-4	nt	1	0.8	-0.4	-7	22
Cc1ccc(S(=O)(=O)N(C)C[C@@H]2Oc3ncc(Br)cc3C(=O)N([C@H](C)CO)C[C@@H]2C)cc1	nt	-4	6	nt	nt	-6	0.0&-1.5&1.1	-0.4	nt	nt
C[C@H]1CCC/C=C/C2C[C@H](O)CC2[C@H](O)/C=C/C(=O)O1 (stereo partly drawn)	-0.5	-8	1	8	-4	9	nt	-0.8	nt	-7
Nc1c(Cl)cc(C(=O)NC2CC2)cc1Cl	-0.2	-2	2	nt	nt	6	3.0	i	-1	nt
O=C(Cc1ccccc1)Nc1cccc(NC(=O)c2cccs2)c1	19	0	-8	-24	6	5	-12	-2.7	9	12
COc1ccc(-c2noc(CN3CCCC(OCc4ccccn4)C3)n2)cc1 (stereo not drawn)	-0.4	-4	11	-7	-1	2	-0.3	-0.8	0	34
COc1ccc(C(=O)NNC(=O)C2CCCO2)cc1 (stereo not drawn)	1.1	-1	-4	0	0	0	0.6	-0.1	-2	-8
CC(=O)Nc1c(C(=O)O)ccc(C)c1OCc1ccccc1	0.9	-2	-1	nt	nt	-2	-0.5	i	2	nt
CCOc1ccccc1C(=O)N(C)Cc1cc2cc(OC)ccc2[nH]c1=O	-1.0	-2	3	-3	-6	1	nt	-0.1	-25	7
O=C(CN1C(=O)NC(Cc2c[nH]c3ccccc23)C1=O)Nc1ccc(Br)cc1F (stereo not drawn)	0.3	10	-10	-6	nt	0	1.6	i	4	nt
CSc1nsc(SC)c1C(=O)NC(=O)Nc1cccnc1	-1.5	-2	0	5	1	-4	1.5	0.4	-6	23
COc1cc(/C=C2\CCc3c2nc2ccccc2c3C(=O)O)cc(OC)c1OC	-0.7	-2	-7	8	-3	2	1.5	i	-10	-1
CCOC(=O)C1CCN(Cc2ccc(Cl)nc2)CC1	-3.0	3	4	8	2	-10	0.2	1.9	2	nt
COc1ccc(CN2C(=O)C(C)S/C2=N/N=C/c2ccco2)cc1 (stereo not drawn)	nt	nt	0	9	-2	1	0.4	-0.6	nt	25
Cc1cc(C)c(S(=O)(=O)N2CCCC2=O)c(C)c1	-1.2	-2	2	-1	5	-3	0.3	-0.6	-10	19
COc1ccccc1OCC(=O)c1[nH]c(C)c(C(C)=O)c1C	0.9	-2	6	-14	-3	0	nt	4.3	20	33
NC(=O)C1=CC2C3C=CC2(O)C(=O)OC3O1 (stereo not drawn)	0.8	0	3	nt	nt	6	1.1	i	-8	nt
C/C(O)=c1/c(=O)nc2cccc3c2=c1c1ccccc1c3=O	-0.2	-2	-5	nt	5	-52	0.0	-0.4	nt	17
O=S(=O)(c1cccc(F)c1)N1CCN(C(=S)NCc2ccccc2)CC1	-0.1	14	-5	-22	-3	1	0.7	-0.3	-5	10
Cn1c(SCC(=O)NCC2CCCO2)nnc1-c1c[nH]c2ccccc12 (stereo not drawn)	-1.9	-12	-12	0	4	8	1.5	i	-18	15
COc1ccc(-n2ncc3c2CC(C)(C)CC3NC(=O)CCC2=NNC(=O)CC2)cc1 (stereo not drawn)	0.8	2	-2	-9	-5	-5	-0.6	-0.2	-6	13
O=[N+]([O-])c1ccc(NCCCNS(=O)(=O)c2ccccc2)c(Cl)c1	0.9	-2	-9	6	2	4	nt	-0.2	9	-20
CC1(C)CC(NC(=O)COc2ccc3c4c(c(=O)oc3c2)CCCC4)CC(C)(C)N1	-0.8	-2	-1	0	-3	19	0.3	-1.0	-2	9
CS(=O)(=O)c1ccc(-c2nnc(NC(=O)C3=COCCO3)o2)cc1	0.0	4	-10	-2	nt	5	2.2	-0.9	3&7	nt
Cc1cccc(NC(=O)CCS(=O)(=O)c2ccc3nc(C)sc3c2)c1	nt	-7	-1	nt	nt	nt	1.1	-0.3	nt	nt
CCOC(=O)C/C(C)=N\Nc1ccc([N+](=O)[O-])cc1[N+](=O)[O-]	0.5	-2	-14	4	0	-28	-0.8	i	nt	8
COc1ccc(CN2CCN(C(=O)c3cccc4ccccc34)CC2)c(OC)c1OC	-1.0	5	38	8	2	3	0.3	-0.6	-2	20
CC(C(=O)O)N1CCCCC1 (stereo not drawn)	0.5	0	10	7	1	6	-0.2	-0.1	0	-7

Three entries out of the list, arranged by molecular weight, rising:
smiles	PfHsp40 rescue	Anthrax LF prot	Y pestis TopoI	Rv3671c inh	3CLpro inhibitor	MazEF act	TcdB GH inh	BH1578 lux ind	SSB-PriA inh	DUSP3 inh
Cc1nnc(NC(=O)c2c(-c3ccccc3Cl)noc2C)s1	0.1	4	10	-7	-4	7	1.0	-0.5	-17	34
O=C1CN(c2nc(-c3cccs3)nc3sc4c(c23)CCCC4)CCN1	2.1	0	19	-9	0	-9	1.6	i	-15	-7
CC1CCCCC1NC(=O)NC(=O)COC(=O)c1ccc(OC(F)F)cc1 (stereo not drawn)	5.5	-6	0	nt	nt	-6	0.6	i	9	nt

(cont.)
smiles	PfHsp40 rescue	Anthrax LF prot	Y pestis TopoI	Rv3671c inh	3CLpro inhibitor	MazEF act	TcdB GH inh	BH1578 lux ind	SSB-PriA inh	DUSP3 inh
Cc1ccc(OCC(=O)N/N=C/c2cn(C)c3ccccc23)cc1	0.1	11	7	9	6	2	0.7	0.0	i	29
C[C@@H](CSc1ccc(Br)cc1)CN1CC[C@H](NC(=O)OCc2ccccc2)CCC1=O	13	-5	19	-9	nt	-2	0.2	-0.4	4	nt
CC(C)Cn1c(SCC(=O)N2CCCc3ccccc32)nc2ccccc2c1=O	nt	nt	nt	-7	0	-1	1.6	nt	-5	19
Cc1[nH]c2ccc(C(=O)NCCN3CCOCC3)cc2c1C	-0.4	0	-1	-12	0	10	1.1	0.5	-4	-2
COc1ccc(CC(NC(C)=O)C(=O)NC2CCN(C(=O)c3ccncc3)CC2)cc1OC (stereo not drawn)	4.1	0	9	1	1	1	1.4	-3.6	5	-5
CCc1cccc(NC(=O)Cn2c3[n+](c4ccc(C(F)(F)F)cc42)CCCCC3)c1	-1.2	0	2	-9	-7	28	0.8	i	-3	4
C/C(=C/c1ccccc1)C(=O)N1CCN(c2ccccc2F)CC1	1.6	-1	18	4	4	2	-5.5	-0.4	-1	5
CCOC(=O)N1CCN(CC(O)COCc2ccc(Cl)cc2)CC1 (stereo not drawn)	-1.1	1	-1	nt	3	10	nt	i	-11	-29
COc1ccc(C(=O)c2c(-c3ccc(OC)cc3)oc3ccccc23)cc1	0.4	-10	12	-17	nt	-12	0.8	i	-2	nt
